Compound activity: PubChem, several laboratories
Anthrax LF inh2 – inhibitors of Bacillus anthracis lethal factor protease; multiplex microsphere protease cleavage assay, LF; inhibition, % at 10 µM; P15917; hit rate 0.12% among 360,000; AID 588501; note: plate controls were buffer without enzyme for full effect and enzyme alone for no effect
BioA inh – blocks M. tuberculosis BioA enzyme activity. hit rate 0.096% among 360,000. inhibition, % at 9.99 µM. AID 602481. purified M. tuberculosis BioA enzyme, plate reader; in the data active = inhibition above about 40%; inconclusive = no clear call, values can overlap the other calls
Mtb UGM inh – Mtb UDP-galactopyranose mutase inhibition. P9WIQ1. purified UGM, fluorescence polarization probe displacement. inhibition, % at 10 µM. hit rate 0.06% among 320,000. AID 504406; in the data active = inhibition above about 10%, passing the limit was not always enough; inconclusive = no clear call, values can overlap the other calls
Target sequence (P9WIQ1 whole entry, looked up): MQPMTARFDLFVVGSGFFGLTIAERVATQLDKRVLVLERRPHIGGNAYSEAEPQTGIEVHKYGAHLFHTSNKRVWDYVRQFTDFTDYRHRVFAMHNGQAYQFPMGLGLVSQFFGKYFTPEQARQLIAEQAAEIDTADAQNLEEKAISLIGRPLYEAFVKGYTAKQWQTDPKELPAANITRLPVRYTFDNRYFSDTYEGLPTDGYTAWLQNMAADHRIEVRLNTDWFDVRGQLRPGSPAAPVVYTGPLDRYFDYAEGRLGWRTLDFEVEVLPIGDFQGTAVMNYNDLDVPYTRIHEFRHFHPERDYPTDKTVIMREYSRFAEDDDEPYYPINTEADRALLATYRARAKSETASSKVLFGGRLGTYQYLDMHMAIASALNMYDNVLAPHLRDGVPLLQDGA
Mtb FBA inh – Mtb fructose-bisphosphate aldolase inhibition; hit rate 2.3% among 360,000; purified M. tuberculosis FBA, fluorescence read-out; AID 588726; P9WQA3; inhibition, % at 1 µM; in the data active = inhibition above about 27%;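 note: 0% = vehicle and 100% = reference inhibitor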
Target sequence (P9WQA3 whole entry, looked up): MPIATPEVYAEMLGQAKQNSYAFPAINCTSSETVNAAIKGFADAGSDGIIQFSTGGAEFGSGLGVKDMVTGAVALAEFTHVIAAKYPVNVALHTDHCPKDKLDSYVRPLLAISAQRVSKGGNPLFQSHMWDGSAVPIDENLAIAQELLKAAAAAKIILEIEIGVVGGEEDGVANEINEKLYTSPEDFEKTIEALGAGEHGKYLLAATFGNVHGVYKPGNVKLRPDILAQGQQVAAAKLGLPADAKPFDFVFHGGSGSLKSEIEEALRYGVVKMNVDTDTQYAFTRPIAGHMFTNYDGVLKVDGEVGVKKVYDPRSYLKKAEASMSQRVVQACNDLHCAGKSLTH
PfHsp40 yeast – rescue of PfHsp40-mediated yeast toxicity; S. cerevisiae expressing PfHsp40, growth rescue, ATP luminescence; growth rescue, % at 12.5 µM; hit rate 0.68% among 340,000; AID 504582; in the data active = growth rescue above about 28%, passing the limit was not always enough; inconclusive = no clear call, values can overlap the other calls;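 note: yeast W303a lacking pdr1 and pdr3 grown in galactose medium; growth measured after three days at 30 °C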
BoNT-F LC inh – BoNT F light chain protease inhibition; Multiplex microsphere protease cleavage assay, flow cytometry; inhibition, % at 10 µM; hit rate 0.22% among 360,000; AID 588497; in the data active = inhibition above about 35%, passing the limit was not always enough; inconclusive = no clear call, values can overlap the other calls; note: plate controls were buffer without enzyme for full effect and enzyme alone for no effect
BoNT-A LC inh2 – BoNT A light chain protease inhibition | multiplex microsphere protease substrate cleavage, flow cytometry | inhibition, % at 10 µM | hit rate 0.17% among 360,000 | AID 588499; note: plate controls were buffer without enzyme for full effect and enzyme alone for no effect
GDH-TPI inh – inhibits GDH-TPI coupling enzymes, artifact for Mtb FBA screen; GDH-TPI coupled enzyme counterscreen, NADH absorbance; inhibition, % at 4.8 µM; hit rate 1.2% among 360,000; AID 588335; in the data active = inhibition above about 30%;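 note: 0% = DMSO wells and 100% = wells lacking the enzyme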
FadD28 FP inh – blocks FadD28 binding to the bisubstrate probe; inhibition, % at 12.5 µM; fluorescence polarization; hit rate 0.22% among 360,000; AID 588549; in the data active = inhibition above about 8.5%, passing the limit was not always enough; inconclusive = no clear call, values can overlap the other calls
* = called active by the depositor; ? = inconclusive; · = no result given. Cut-off read from the data, not from the text of the source, unless noted: active = inhibition above about 30%; inconclusive = no clear call, values can overlap the other calls; inactive = below that.

1: O=C(CCN1CCC(c2ccccc2)C1)c1ccccc1 (stereo unspecified)
2: CCCN(CC1COc2ccccc2O1)C(=S)Nc1ccc(C)cc1 (stereo unspecified)
3: O=C(CN(Cc1ccccc1)S(=O)(=O)c1ccc(Br)cc1)NCc1ccco1
4: Cc1ccc(S(=O)(=O)Nc2cccc(-c3ccc(N4CCCCCC4)nn3)c2)cc1C
5: CC1CCCC(NC(=O)CSc2ncccc2C(=O)O)C1C (stereo unspecified)
6: COc1ccccc1N(C)S(=O)(=O)c1ccc(C(=O)NCCc2ccc(F)cc2)cc1
7: N#Cc1cc(-c2ccccc2)nc(N2CCNCC2)n1
8: NN=C1c2ccccc2C(=O)C1C(=O)C(c1ccccc1)c1ccccc1 (stereo unspecified)
assay / compound,1,2,3,4,5,6,7,8
Anthrax LF inh2,-3,-1,-7,-2,-1,4,-5,2
BioA inh,0.5,0.5,3.2,-0.9,0.3,-0.8,·,-0.4
Mtb UGM inh,-0.6,0.7,3.3,-1.7,-0.2,1.2,0.7,·
Mtb FBA inh,1,-2,1,3,-4,-8,1,-3
PfHsp40 yeast,0.8,-0.6,0.0,0.2,0.7,-1.6,-1.4,13
BoNT-F LC inh,1,-7,-9,-9,1,-18,-20,-21
BoNT-A LC inh2,-1.3,-0.5,-5.0,-3.2,0.3,-0.6,0.2,12
GDH-TPI inh,9,3,-6,20,-6,3,-6,20
FadD28 FP inh,0.4,-0.8,-2.6,-1.9,-5.0,-8.9,0.0,1.8

9: O=C(C1CCN(S(=O)(=O)c2ccc(F)cc2)CC1)N1CCCC(C(F)(F)F)C1 (stereo unspecified)
10: CCOC(=O)C1=C(C)N(C)C(C)=C(C(=O)OCC)C1c1ccncc1
11: CCCCCOC(=O)C1=C(C)NC(=O)NC1c1ccccc1OCC (stereo unspecified)
12: O=C(O)/C=C\C(=O)NC1CCCCC1
13: Cc1cc(Cl)ccc1OCC(=O)NNC(=O)C1CCN(c2ncnc3sc(C)c(C)c23)CC1
14: CCOC(=O)c1sc(Nc2nc3ccc(OC)cc3s2)cc1C
15: Cc1ccc(NC(=O)c2cc(-c3ccccc3O)n[nH]2)cc1Cl
16: Cn1c(SCC(=O)NC2CC2)nnc1-c1ccccc1
assay / compound,9,10,11,12,13,14,15,16
Anthrax LF inh2,0,-5,-4,-2,1,-1,-8,0
BioA inh,-0.2,1.3,-0.4,·,-0.1,·,-2.1,0.2
Mtb UGM inh,0.4,2.0,1.1,-0.7,1.7,3.3,2.0,0.8
Mtb FBA inh,1,-1,-3,-1,-4,16,3,3
PfHsp40 yeast,-0.4,1.8,0.2,-0.8,2.3,-0.9,-0.3,-0.5
BoNT-F LC inh,2,-2,1,-3,7,-2,-21,-6
BoNT-A LC inh2,1.0,-0.8,-0.9,-1.1,0.3,1.7,-1.1,-0.2
GDH-TPI inh,1,19,-3,-2,3,15,4,-4
FadD28 FP inh,-2.2,2.3,-3.1,-3.7,-2.9,-2.5,0.0,-1.2

17: Cc1cc(C)c(S(=O)(=O)c2ccc(Cl)cc2)c(Cl)n1
18: COc1cc(OC)cc(-c2c(C#Cc3ccsc3)c3cc(-c4cccc5[nH]cc(C=O)c45)ccc3n2C)c1
19: COc1ccc(CNC(=O)C2CC(c3ccc(C(F)(F)F)cc3)=NO2)cc1 (stereo unspecified)
20: COc1ccc(NC(=O)CN(C)CC(=O)Nc2ccc(Cl)c(S(=O)(=O)N(C)C)c2)cc1
21: CCOc1ccc(N2CC(C(=O)NC(C)C)CC2=O)cc1 (stereo unspecified)
22: Cc1onc(-c2c(F)cccc2Cl)c1C(=O)Nc1cc(S(=O)(=O)N2CCCCC2)ccc1O
23: COc1ccccc1C/C(N)=N/OC(=O)c1ccco1
24: CC(=O)Nc1ccc(S(=O)(=O)Nc2ccc3c(c2)CCC3)cc1
assay / compound,17,18,19,20,21,22,23,24
Anthrax LF inh2,-3,2,2,-2,-3,·,2,-4
BioA inh,·,-2.6,-1.4,·,-1.0,2.2,·,2.2
Mtb UGM inh,-4.1,-3.3,-0.4,4.5,-3.3,·,1.5,-0.2
Mtb FBA inh,1,6,1,4,-2,0,-3,3
PfHsp40 yeast,0.2,-1.1,1.1,0.0,-3.6,-0.4,-0.6,-2.1
BoNT-F LC inh,-6,2,-2,-1,-16,·,4,4
BoNT-A LC inh2,0.3,3.3,-0.3,-0.1,0.8,·,0.8,1.5
GDH-TPI inh,10,32*,-9,-8,6,-2,9,5
FadD28 FP inh,-1.4,-3.5,-1.9,-5.4,-1.9,-1.8,-3.1,-0.8

25: CC(=O)c1c(C)[nH]c(C(=O)OCC(=O)Nc2cccc(S(=O)(=O)N(C)C)c2)c1C
26: CCOc1ccc(C2NC(=O)c3ccccc3O2)cc1OC (stereo unspecified)
27: CC12c3ccccc3C(c3ccccc31)C1C(=O)N(Cc3cccnc3)C(=O)[C@H]12 (stereo partly specified)
28: CNC(=S)N/N=C/c1cn(Cc2ccc(F)cc2)c2ccccc12
29: CCN(CCn1cccn1)C(=O)c1ccc2nc(Cc3ccc(OC)cc3)oc2c1
30: CCCCN(C)C(=O)c1ccc2c(c1)S(=O)(=O)c1ccccc1C2=O
31: COCCN(C(=O)COC(=O)c1ccc2ccccc2c1)c1c(N)n(Cc2ccccc2)c(=O)[nH]c1=O
32: COc1cccc(Cn2c(=O)sc3ccccc3c2=O)c1
assay / compound,25,26,27,28,29,30,31,32
Anthrax LF inh2,2,0,-1,-1,-4,-5,-5,-3
BioA inh,2.4,-0.2,-0.1,·,-3.7,-0.9,-0.3,·
Mtb UGM inh,-0.1,2.1,0.0,-1.1,4.1,2.5,·,-2.0
Mtb FBA inh,-1,14,0,-1,1,3,-2,-1
PfHsp40 yeast,-0.6,-0.5,0.1,15,0.2,1.3,·,3.6
BoNT-F LC inh,-3,5,-1,-4,4,-6,16,-3
BoNT-A LC inh2,-0.1,-6.3,-0.5,0.2,1.0,3.6,0.5,-0.4
GDH-TPI inh,-2,12,-2,24,8,4,5,-2
FadD28 FP inh,-2.8,-0.9,-4.6,-4.1,-1.2,1.7,-3.6,-6.2

33: Cc1nnc(NC(=O)C23CC4CC(C)(CC(C)(C4)C2)C3)s1
34: Nn1c(SCC(=O)N2CCCCCC2)nnc1-c1ccco1
35: O=C(CCCOC(=O)c1ccc(O)cc1O)c1ccc(Br)cc1
36: CCOc1ccc(NC(=O)CN(C)C(=O)C2CC(=O)N(c3cccc(SC)c3)C2)cc1OCC (stereo unspecified)
37: CCOC(=O)Cc1csc(NC(=O)/C=C/c2ccccc2Cl)n1
38: CC(Oc1ccc2ccccc2c1)C(=O)NNC(=O)Nc1ccccc1F (stereo unspecified)
39: Cc1cc(NC(=O)c2c(F)cccc2Cl)n(-c2nc3ccccc3[nH]2)n1
40: CCCCCC(=O)N1CC2(C)CN(C(=O)CCCCC)CC(C)(C1)C2=O
assay / compound,33,34,35,36,37,38,39,40
Anthrax LF inh2,16,-2,0,0,0,-2,0,-2
BioA inh,-1.0,3.0,-1.9,-0.6,-1.9,1.5,-0.6,-1.1
Mtb UGM inh,-0.5,1.1,·,·,2.8,-4.0,-0.6,1.1
Mtb FBA inh,0,1,1,-1,0,1,0,3
PfHsp40 yeast,-1.4,-0.9,0.8,0.0,-0.1,-0.5,113*,2.8
BoNT-F LC inh,?,3,6,-4,5,2,-4,3
BoNT-A LC inh2,4.1,-0.3,3.7,-0.4,-0.3,1.7,-0.4,0.3
GDH-TPI inh,3,5,4,-5,19,-12,-17,0
FadD28 FP inh,-1.2,-1.8,-0.4,-3.9,-2.3,-1.4,-22,0.7

Filtered by structure: the compounds so far containing bromine (two)
3: O=C(CN(Cc1ccccc1)S(=O)(=O)c1ccc(Br)cc1)NCc1ccco1
35: O=C(CCCOC(=O)c1ccc(O)cc1O)c1ccc(Br)cc1
assay / compound,3,35
Anthrax LF inh2,-7,0
BioA inh,3.2,-1.9
Mtb UGM inh,3.3,·
Mtb FBA inh,1,1
PfHsp40 yeast,0.0,0.8
BoNT-F LC inh,-9,6
BoNT-A LC inh2,-5.0,3.7
GDH-TPI inh,-6,4
FadD28 FP inh,-2.6,-0.4

(list continues)
41: Cc1cc2nc(-c3ccc(SCC(=O)N4CCOCC4)nc3)[nH]c2cc1C
42: COc1cc(C(CC(=O)Nc2ncccc2C)N2Cc3ccccc3C2=O)cc(OC)c1OC (stereo unspecified)
43: Cc1ccc(NC2(C#N)C(=O)Nc3ccccc32)cc1C (stereo unspecified)
44: Cc1ccc(S(=O)(=O)N2CCOCC2)cc1NC(=O)COC(=O)c1cncc(Br)c1
45: CCOc1ccccc1N1CCN(C(=O)c2cc3c(s2)CCC3)CC1
46: CCc1ccccc1Nc1nc2ccccc2n1C(C)C
47: CNS(=O)(=O)c1cn(CC(=O)NCc2ccc(F)cc2)cc1S(=O)(=O)NC
48: CC(=O)NNc1cccc(Cl)n1
assay / compound,41,42,43,44,45,46,47,48
Anthrax LF inh2,-3,4,-1,·,-7,0,3,-2
BioA inh,-1.5,-2.0,-0.4,-0.9,1.2,0.1,0.2,-0.3
Mtb UGM inh,-2.7,-0.6,0.1,1.1,-1.9,-0.1,0.2,1.6
Mtb FBA inh,54*,1,0,2,-1,1,-2,1
PfHsp40 yeast,-0.4,1.9,-2.2,0.4,1.2,-0.3,-1.2,-0.3
BoNT-F LC inh,-21,-15,-4,·,-3,-5,4,-10
BoNT-A LC inh2,0.6,-2.6,-0.3,·,-0.6,0.1,-3.4,-0.3
GDH-TPI inh,31*,-4,1,1,5,-4,-3,-6
FadD28 FP inh,-8.2,0.5,-0.4,1.3,1.2,-3.2,-0.1,-1.9

49: O=S(=O)(NCc1cccnc1)c1ccc(Cl)c(Cl)c1Cl
50: CCN1CCN(Cc2c(C)[nH]c3ccc(C(=O)OC)cc3c2=O)CC1
51: O=C(c1ccccc1)c1cc(F)c(N2CCOCC2)cc1Cl
52: CCN1CCN(S(=O)(=O)c2ccc(Cl)c(C(=O)NC3CCCCC3)c2)CC1
53: C=CCOc1ccc(Cl)cc1CNC1CCCC1
54: Cc1ccc(NC(=O)CN2C(=O)NC(C)(CC(C)C)C2=O)c(Br)c1 (stereo unspecified)
55: O=c1cccc2n1CC1CNCC2C1 (stereo unspecified)
56: O=C(/C=C/[C@H]1O[C@@H](n2ccc(=O)[nH]c2=O)[C@H](O)[C@@H]1O)NCc1cccc2ccccc12
assay / compound,49,50,51,52,53,54,55,56
Anthrax LF inh2,3,3,-3,·,-6,0,-5,-10
BioA inh,-1.7,·,1.9,-0.2,·,-0.4,-0.7,-0.4
Mtb UGM inh,-2.9,2.4,0.1,0.0,1.1,4.6,-2.9,·
Mtb FBA inh,-3,0,-1,-3,2,-1,2,8
PfHsp40 yeast,0.0,-0.1,-0.1,0.6,-0.9,-1.7,-1.5,·
BoNT-F LC inh,23,2,-2,·,-8,-13,-4,-5
BoNT-A LC inh2,0.9,0.0,0.9,·,0.2,-0.3,-0.1,-0.2
GDH-TPI inh,8,8,3,4,-1,0,5,·
FadD28 FP inh,-1.0,1.1,-3.2,-1.6,-0.8,-2.2,-0.6,0.1

57: COc1ccccc1C(=O)Nc1ccnn1C1CCN(CCC(C)c2ccc(C)o2)CC1 (stereo unspecified)
58: CCS(=O)(=O)NCCc1cc2ccc(C)cc2[nH]c1=O
59: Cc1ccc(C(=O)COC(=O)CNS(=O)(=O)c2ccc(C)cc2)cc1
60: O=C(Cn1cc2c(n1)CCCCC2)NCCCN1CCOCC1
61: C/C(=N/Oc1nc(C)cc(C)n1)c1ccccc1
62: COc1ccc(CCNC(=O)CSc2nnc(CNC(=O)c3cccs3)o2)cc1OC
assay / compound,57,58,59,60,61,62
Anthrax LF inh2,-2,-1,-1,7,-4,-2
BioA inh,11,0.8,-0.9,-1.6,-1.4,-0.5
Mtb UGM inh,2.3,1.2,0.3,-3.7,0.3,1.5
Mtb FBA inh,-3,4,-2,0,0,-3
PfHsp40 yeast,-0.6,-0.6,-0.6,2.3,-0.2,-0.2
BoNT-F LC inh,2,11,-8,0,-18,-14
BoNT-A LC inh2,-1.2,-0.1,-3.7,0.0,-0.7,-0.3
GDH-TPI inh,0,10,-4,-5,2,8
FadD28 FP inh,-3.3,-1.3,-0.8,-3.0,-0.3,-1.5
